Bioassay records: PubChem, National Center for Advancing Translational Sciences (NCATS)
TGFb inhibitor – inhibitors of TGF-b signaling; HepG2 CAGA-GFP TGF-b/SMAD3 reporter, GFP fluorescence, 18 h; TGF-beta stimulated, 500 pg/mL final; Potency, µM (doses to about 46.1 µM), without a hit: top-dose activity, negative = inhibition, actives largely listed as inhibitors; 1.2% of 410,000 active; AID 588855; also: potency is read from the fitted curve at half-maximal effect; % is scaled to controls: 0 for no effect and ±100 for the full control effect; nearly all actives have a fitted effect of over 65% in size
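First, reporter cells (HEPG2 CAGA-GFP) rested 2 h at 37 degrees C. Next, compounds were pinned in and TGF-beta added to 500 pg/mL final. After 18 h, GFP was imaged per cell and summed per well.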
ATXN viability – viability counter-screen for ATXN expression inhibitors | S2 cells (HEK-293 line with an ATXN2-luciferase reporter) viability, CellTiter-Fluor protease fluorescence, 24 h | Potency, µM (titrated, usually from 56.7 µM), actives largely listed as cytotoxic | 0.49% of 400,000 active; also: potency is read from the fitted curve at half-maximal effect; nearly all actives have a fitted effect of over 40% in size
EPAC2 agonist – agonists of human EPAC2 (RAPGEF4); 0.079% of 360,000 active; EPAC2 activation, biochemical qHTS; response scale: 100% = 6.5 mM cAMP response; Potency, µM (titrated, usually from 154 µM), without a hit: at the highest dose activation, most hits filed as activators; also: potency is read from the fitted curve at half-maximal effect; nearly all actives have a fitted effect of over 50% in size
Target sequence (Q8WZA2 whole entry, looked up): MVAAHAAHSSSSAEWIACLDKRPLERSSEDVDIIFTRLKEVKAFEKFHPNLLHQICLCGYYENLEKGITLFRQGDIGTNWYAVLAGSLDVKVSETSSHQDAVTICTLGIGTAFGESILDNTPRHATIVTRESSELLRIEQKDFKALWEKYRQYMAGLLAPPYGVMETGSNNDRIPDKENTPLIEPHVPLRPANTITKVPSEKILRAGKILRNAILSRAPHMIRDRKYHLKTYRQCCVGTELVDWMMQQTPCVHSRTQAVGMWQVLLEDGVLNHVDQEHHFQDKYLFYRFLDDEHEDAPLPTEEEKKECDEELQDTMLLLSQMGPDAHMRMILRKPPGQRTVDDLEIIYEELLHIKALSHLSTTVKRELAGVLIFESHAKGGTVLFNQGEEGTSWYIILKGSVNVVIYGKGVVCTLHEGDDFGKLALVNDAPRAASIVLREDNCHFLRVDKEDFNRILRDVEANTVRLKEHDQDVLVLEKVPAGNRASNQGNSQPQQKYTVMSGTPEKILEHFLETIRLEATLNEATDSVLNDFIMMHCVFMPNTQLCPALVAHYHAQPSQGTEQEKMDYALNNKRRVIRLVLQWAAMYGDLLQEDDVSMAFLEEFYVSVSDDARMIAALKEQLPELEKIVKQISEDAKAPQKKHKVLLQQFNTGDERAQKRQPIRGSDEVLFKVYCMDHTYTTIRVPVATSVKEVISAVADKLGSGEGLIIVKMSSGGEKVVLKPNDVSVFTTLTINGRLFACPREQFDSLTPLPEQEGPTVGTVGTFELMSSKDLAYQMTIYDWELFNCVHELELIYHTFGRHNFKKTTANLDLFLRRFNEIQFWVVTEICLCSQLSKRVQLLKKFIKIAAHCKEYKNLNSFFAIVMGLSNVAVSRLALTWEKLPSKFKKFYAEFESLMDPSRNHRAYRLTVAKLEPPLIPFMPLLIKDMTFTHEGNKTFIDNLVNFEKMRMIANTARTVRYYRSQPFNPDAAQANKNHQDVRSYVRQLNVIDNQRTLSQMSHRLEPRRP
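Each well held 100 nM EPAC2, 250 nM RAP1B-BODIPY-GDP and 50 uM GDP. Fluorescence, read at 5-min intervals to 30 min, was referenced to a 6.5 mM cAMP positive control.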
A549 tox – A549 cytotoxicity, counter-screen for Nrf2 inhibitors. A549 ARE-Fluc cells, CellTiter-Fluor viability, 18-24 h. Potency, µM (highest dose often 46 µM), without a hit: top-dose activity change, negative = cytotoxicity, usual class: inhibitors. 0.16% of 390,000 active; also: potency is read from the fitted curve at half-maximal effect; % is scaled to controls: 0 for no effect and ±100 for the full control effect
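A549 ARE_Fluc cells in 5% FBS OPTI-MEM were exposed to compounds in concentration-response for 18-24 h at 37 deg C. Viability was read by CellTiter-Fluor fluorescence (Ex 405/Em 525) after 30 min, before the luciferase read.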
HepG2 viability – kills HepG2 cells in TGF-b inhibitor counter-screen. Potency, µM (highest dose often 46.1 µM), for inactives: top-dose activity change, negative = cytotoxicity, hits mostly cytotoxic. HepG2 CAGA-GFP viability, ATP luminescence, 18 h. 0.76% of 410,000 active; also: potency is read from the fitted curve at half-maximal effect; some results filed as inactive show a strong effect at the top dose
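CellTiter-Glo luminescence gave cytotoxicity after 18 hours at 37 degrees C. The cells were HepG2 CAGA-GFP in 1% FBS DMEM, stimulated with 500 pg/mL TGF-beta after compound addition. %Activity was normalised to no-cell wells (complete cell-killing) and DMSO (no toxicity), and curves were fitted and classified.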
Nrf2 ARE act – activates Nrf2 signaling; AREc32 ARE-luciferase reporter (MCF7-derived line), luminescence, 24 h; 0.31% of 410,000 active; Potency, µM (series often up to 46.1 µM), for inactives: at the top dose activation, hits mostly activators; AID 624171; also: potency is read from the fitted curve at half-maximal effect; % of control where 0% means no effect; nearly all actives have a fitted effect of over 65% in size
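Luciferase luminescence (Steady-Glo, 30 min at room temperature) served as the read-out of ARE activation in AREc32 cells treated with compounds for 24 hr at 37 deg C.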
Nrf2 inh – inhibitors of Nrf2 signaling | A549 ARE-Fluc reporter, luciferase luminescence, 18-24 h | Potency, µM (top dose mostly 46 µM), for inactives: at the highest dose activity change, negative = inhibition, usual class: inhibitors | 2.1% of 360,000 active; also: potency is read from the fitted curve at half-maximal effect; % is scaled to controls: 0 for no effect and ±100 for the full control effect; nearly all actives have a fitted effect of over 60% in size
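Quantitative HTS in A549 cells stably bearing an antioxidant response element-firefly luciferase construct. Inhibition of Nrf2-driven transcription was scored by luminescence after 18-24 h of compound exposure at 37 °C.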
ATXN2 expr inh – inhibitors of ATXN2 expression; HEK-293 ATXN2-luciferase reporter, luminescence, 24 h; Potency, µM (doses to about 57 µM), inactives show at the highest dose activity change, negative = inhibition, actives largely listed as inhibitors; 0.72% of 360,000 active; also: potency is read from the fitted curve at half-maximal effect; % is scaled to controls: 0 for no effect and ±100 for the full control effect; nearly all actives have a fitted effect of over 55% in size
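ATXN2-luciferase reporter cells (luciferase flanked by upstream and downstream ATXN2 gene portions) were treated 24 h at 37 °C with compounds at up to 57 uM. SteadyGlo luminescence gave expression; GF-AFC fluorescence gave viability.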
IL-2 act – IL-2 activation. activation, % (series mostly up to about 46 µM). IL-2 activation reporter assay, cell-based qHTS; stimulated with anti-CD3/CD4/CD28 beads; in transgenic mouse T cells. 0.065% of 360,000 active; in the data active = activation above about 50%; inconclusive = mostly about 30% to 49%; also: 0% is about no effect
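First, unstimulated transgenic mouse T cells were exposed to compound for 60 min. Next, anti-CD3/anti-CD4-coated beads with anti-CD28 were added. Finally, after 18 h at 37 degrees C, EGFP and DsRed were imaged.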
The depositor's hits bear a star; i = inactive; ? = inconclusive; nt = not tested or not shown; & = joins results of further samples; [ ] = dose if it differs, or a comment. Unless noted, calls follow the shape of the dose curve; as a rule, active = well fitted curve in the direction sought with a large enough effect; inconclusive = small, poorly fitted or top-dose-only effect, or another doubt; inactive = no such curve, though single readings can be large; an effect the other way counts as inactive or inconclusive.

item	compound	TGFb inhibitor	ATXN viability	EPAC2 agonist	A549 tox	HepG2 viability
1	COc1ccc(CC(=O)N(C)c2ccccc2)cc1S(=O)(=O)N1CCOCC1	4%	i	16%	nt	5%
2	CCOC(=O)/C(C#N)=C\c1cc(C)n(-c2ccccc2)c1C	0%	i	12%	-15%	-16%
3	COc1ccc(CC(=O)NNC(=S)Nc2ccccc2)cc1Br	1%	i	-11%	6%	-14%
4	C/C(=N\NC(=S)NC(C)C)c1ccc(-n2ccnc2)cc1	-26%	i	0%	8%	1%
5	Cc1ccc(S(=O)(=O)N2CCC[C@H]2C(=O)OCC(=O)N2c3ccccc3NC(=O)C2(C)C)cc1	-25%	i	13%	0%	-30%
6	Cc1c(C)c2ccc(OCC(=O)Nc3cccnc3)cc2oc1=O	1%	?	8%	?	9%
7	Cc1ccccc1CNC(=O)C1CCN(c2nnc(N3CCCC3=O)s2)CC1	-13%	i	15%	15%	-1%
8	COc1ccc(Cc2c(-c3cccc(Br)c3)nc3ccc(Br)cn23)c(C)c1	?	i	8%	nt	-26%
9	COc1ccccc1/C=N/N1C(=O)c2cccc3cccc(c23)C1=O	1%	i	-6%	7%	-19%
10	CC(C)(C)CC(=O)Nc1ccc(C(N)=O)cc1	5%	nt	8%	-5%	-27%
11	OC1CC2CCC(C1)N2CCCN1c2ccccc2Sc2ccc(Cl)cc21 (stereo not given)	?	16µM*	5%	-11%	22µM*
12	COCCNc1nc(SCC(=O)N2CCN(c3ccccc3)CC2)nc2ccccc12	?	i	6%	0%	-1%

item	Nrf2 ARE act	Nrf2 inh	ATXN2 expr inh	IL-2 act
1	0.1%	nt	nt	-0.8
2	0.0%	?	68%[activator]	-4.3
3	0.6%	3%	3%	-0.2
4	0.2%	nt	4%	0.2
5	1.8%	-20%	2%	0.8
6	-0.7%	?	nt	-0.2
7	2.0%	?	-6%	-2.6
8	?	nt	36%[activator]	-0.8
9	5.2%	8%	13%	1.5
10	-0.9%	?	nt	0.8
11	-0.8%	1%	11µM*	-0.1
12	3.5%	8%	-2%	-3.7

A few values from the entries so far.
Entry for no. 6 in IL-2 act: -0.2
Entry for no. 3 in Nrf2 inh: 3%

3 compounds out of the list above, ordered by their value in Nrf2 ARE act, lowest first:
entry | SMILES | Nrf2 ARE act
10 | CC(C)(C)CC(=O)Nc1ccc(C(N)=O)cc1 | -0.9%
3 | COc1ccc(CC(=O)NNC(=S)Nc2ccccc2)cc1Br | 0.6%
5 | Cc1ccc(S(=O)(=O)N2CCC[C@H]2C(=O)OCC(=O)N2c3ccccc3NC(=O)C2(C)C)cc1 | 1.8%

Further records.
item	compound	TGFb inhibitor	ATXN viability	EPAC2 agonist	A549 tox	HepG2 viability
13	CCOC(=O)c1c(NC(=O)COc2cccc3c2CCN(C)C3=O)sc2c1CCC2	-8%	?	-5%	-11%	4%
14	O=C(NCC(c1cccs1)S(=O)(=O)c1cccs1)c1c(F)cccc1F (stereo not given)	12%	i	nt	1%	0%
15	C=CCN(C(=O)CNC(=O)c1ccco1)C(C(=O)NC1CCCCC1)c1ccc(OC)cc1 (stereo not given)	-5%	i	7%	-8%	3%
16	Cc1ccc(C2C3=C(CCCC3=O)N=C3c4ccccc4C(=O)C32)cc1 (stereo not given)	-8%	?	-3%	-11%	1%
17	CCOC(=O)c1sc(NC(=O)CN2C(=O)NC3(CCCCCCC3)C2=O)c(C(=O)OCC)c1C	9%	i	-10%	-2%	31%
18	Nc1cc(C(F)(F)F)ccc1S(=O)(=O)Nc1cccc2c1NCCC2	?	nt	nt	?	-27%
19	Cn1c(N)c(C#N)c(-c2ccccc2)c(C#N)c1=O	-16%	i	8%	nt	0%
20	CCOc1ccc2[nH]c(=O)c(CN(CCCN3CCOCC3)Cc3nnnn3Cc3ccc(OC)cc3)cc2c1	?	i	10%	3%	-8%
21	Cc1ccc(Sc2ccc(S(=O)(=O)Nc3ccc(CC(=O)O)cc3)cc2)cc1C	?	i	-5%	0%	-19%
22	Cc1cn([C@H]2C[C@H](N=[N+]=[N-])[C@@H](CO)O2)c(=O)[nH]c1=O	-21%	i	8%	-3%	-15%
23	COc1ccc(C2=NS(=O)(=O)N(C)C(C(=O)N3CCc4ccccc4C3)=C2)cc1OC	-28%	i	11%	-28%	-25%
24	O=C(COC(=O)c1cc[n+]([O-])cc1)Nc1ccccc1Sc1ccccc1	5%	i	2%	5%	7%

item	Nrf2 ARE act	Nrf2 inh	ATXN2 expr inh	IL-2 act
13	0.3%	?	?	-2.0
14	-0.4%	nt	1%	nt
15	-0.9%	6%	6%	-0.3
16	0.6%	-19%	-7%	0.1
17	0.0%	?	nt	-0.5
18	nt	19%	nt	nt
19	0.4%	nt	19%	1.1
20	1.9%	2%	-15%	-0.2
21	-0.6%	6%	-6%	1.1
22	0.0%	-8%	-9%&3%&3%	0.2
23	4.3%	15µM*	?	-3.6
24	0.2%	-6%	-11%	2.3

Next compounds.
item	compound	TGFb inhibitor	ATXN viability	EPAC2 agonist	A549 tox	HepG2 viability
25	CCOC(=O)CNC(=O)CN1C(=O)CC(c2ccccc2)S(=O)(=O)c2ccccc21 (stereo not given)	-10%	i	4%	8%	-4%
26	Cc1noc(C)c1COC(=O)c1cccc(S(=O)(=O)N2CCCCCC2)c1	0%	i	11%	-12%	-6%
27	CC(C(=O)Nc1ccc(Cl)cc1Cl)N1C(=O)NC2(CCCC2)C1=O (stereo not given)	-3%	i	4%	3%	-35%
28	CCOC(=O)C1(Cc2ccccc2)CCN(Cc2cnn(CC)c2)CC1	6%	i	0%	2%	-5%
29	CCNc1nc(Oc2ccc(=O)[nH]n2)nc(SC)n1	-1%	i	3%	-5%	2%
30	CC(C)Cn1ccc(=O)n(CC(C)C)c1=O	13%	i	-1%	3%	12%
31	O=C(CSc1nnc(CNC(=O)c2ccco2)o1)Nc1ccc(Br)cc1	24%	?	5%	-4%	23%
32	CC(C)c1ccc(N2C(=NC(=O)C3CCCO3)SC3CS(=O)(=O)CC32)cc1 (stereo not given)	-1%	i	-4%	-4%	0%
33	Cc1onc(-c2ccccc2)c1C(=O)N1CCN(S(=O)(=O)c2ccc3c(c2)OCCO3)CC1	-8%	i	-6%	9%	-18%
34	CCCSc1nc(C)c(CC(=O)O)c(=O)[nH]1	-20%	?	6%	-6%	-2%
35	COc1ccc(OC)c(NC(=O)Cc2csc(NC(=O)Nc3ccccc3OC)n2)c1	-24%	i	15%	12%	-36%
36	Cc1ccc(C(=O)Nc2cccc(C(=O)N3CCN(C)CC3)c2)cc1	-19%	i	11%	-2%	-7%

item	Nrf2 ARE act	Nrf2 inh	ATXN2 expr inh	IL-2 act
25	-0.9%	7%	2%	1.7
26	2.1%	?	-19%	-2.6
27	0.1%	-1%	-14%	2.2
28	-0.5%	27%	0%	0.0
29	-0.2%	0%	-3%	-1.8
30	-0.2%	5%	-7%	0.4
31	0.5%	?	nt	-0.4
32	-0.4%	0%	10%	-1.3
33	0.1%	8%	6%	-3.6
34	-0.6%	1%	-2%	0.1
35	0.0%	-25%	?	-1.5
36	-0.8%	nt	23%	2.2

Filtered by structure, the compounds so far containing a thiophene ring, fused or not
item	compound	TGFb inhibitor	ATXN viability	EPAC2 agonist	A549 tox	HepG2 viability
13	CCOC(=O)c1c(NC(=O)COc2cccc3c2CCN(C)C3=O)sc2c1CCC2	-8%	?	-5%	-11%	4%
14	O=C(NCC(c1cccs1)S(=O)(=O)c1cccs1)c1c(F)cccc1F (stereo not given)	12%	i	nt	1%	0%
17	CCOC(=O)c1sc(NC(=O)CN2C(=O)NC3(CCCCCCC3)C2=O)c(C(=O)OCC)c1C	9%	i	-10%	-2%	31%

item	Nrf2 ARE act	Nrf2 inh	ATXN2 expr inh	IL-2 act
13	0.3%	?	?	-2.0
14	-0.4%	nt	1%	nt
17	0.0%	?	nt	-0.5

Other results follow:
item	compound	TGFb inhibitor	ATXN viability	EPAC2 agonist	A549 tox	HepG2 viability
37	Cc1cc(C(=O)N[C@@H](c2ccccc2)[C@]2(C)C[C@H]2[C@@H](C)C(=O)Nc2ccc3ccccc3c2)no1	?	i	11%	1%	-12%
38	COc1cc2c(=O)n(CC3CCCO3)c(=O)n(CC(=O)Nc3ccccc3)c2cc1OC (stereo not given)	-1%	i	8%	-2%	-8%
39	CCOc1ccc(C(=O)Nc2ccc(C(=O)N3CCOCC3)cc2)c(OCC)c1	1%	i	9%	-2%	24%
40	CC(C)N1CC2(CC(c3ccccc3F)=NO2)CN1C(=O)c1ccc(C(C)(C)C)cc1 (stereo not given)	?	?	1%	nt	-9%
41	O=[N+]([O-])c1ccc2nc(-c3ccccc3)cc(-c3ccccc3)c2c1	?	i	2%	4%	6%
42	NS(=O)(=O)c1ccc(NC(=O)COC(=O)C2CC(=O)N(Cc3ccccc3)C2)cc1 (stereo not given)	13%	i	8%	-1%	6%
43	O=C(N/N=C/c1ccccc1)C(O)c1ccccc1 (stereo not given)	-8%	i	13%	10%	-20%

item	Nrf2 ARE act	Nrf2 inh	ATXN2 expr inh	IL-2 act
37	0.7%	10%	-7%	-0.6
38	-0.1%	17%	-4%	-3.6
39	-0.5%	-6%	-10%	3.4
40	11%	nt	0%	-1.4
41	-0.5%	15%	5%	-0.2
42	-0.1%	0%	2%	-2.3
43	3.8%	5%	8%	0.0
